Bioassay records as filed in PubChem BioAssay.
APP 5'UTR act: APP 5'UTR luciferase reporter activation; SH-SY5Y APP 5'UTR luciferase reporter, luminescence; zero percent = DMSO vehicle wells; activation, % at 2 µM; 1% of 190,000 active; AID 1276;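 active means activation above a set limit, based on mean plus 3 SD of controls, cut at about 140% in these data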; further: values of inactives mirror those of a sister screen read the other way
Hsp70 act: Hsp70 transcriptional activation, primary screen. HeLa Hsp70 promoter luciferase reporter, luminescence; scaled: vehicle 0, proteasome-inhibitor control 100%. activation, % at 10 µM. 0.04% of 200,000 active. AID 1203;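 active means activation above the mean across all tested compounds plus 3 SD, cutoff set per campaign, cut at about 5.5% in these data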;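 further: 100% = MG132 at 30 µM as the positive control and 0% = DMSO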
STAT3 inh: reduces IL-6 driven STAT3 reporter signal; U3A cells, IL-6 STAT3-luciferase reporter, luminescence; host cell line lacks STAT1; inhibition, % at 5.5 µM; 0.89% of 190,000 active; AID 862;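 active means inhibition above the mean inhibition across all screened compounds plus 3 SD, cut at about 44% in these data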;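 further: 0% = DMSO only wells and 100% = 100 µM nifuroxazide control wells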
APP transl inh: APP translation inhibition. AID 1285. 0.82% of 190,000 active. SH-SY5Y APP 5'UTR-luciferase reporter, luminescence. inhibition, % at 2 µM;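 active means inhibition above a set limit, derived from the sample mean plus 3 SD, cut at about 45% in these data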; further: values of inactives mirror those of a sister screen read the other way
RAM network inh: blocks the yeast RAM network. S. cerevisiae dse1pr::URA3 reporter, 5-FOA growth OD615, 2 d; analog-sensitive cbk1-as2 kinase mutant strain. 1.8% of 190,000 active. inhibition, % at 50 µM. AID 868;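 active means inhibition above a set limit, 3 SD over mean compound inhibition, cut at about 8.4% in these data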;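 further: 0% = DMSO-only wells with no growth and 100% = 10 µM 1-NA-PP1 full growth; inhibition rescues growth on 5-FOA so higher OD means more RAM inhibition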
STAT1 activator: increases IFN-gamma driven STAT1 reporter signal; activation (% of control), % at 5.5 µM; NIH 3T3 STAT1-luciferase reporter, luminescence; 100% = IFN-gamma alone, no compound; 2.6% of 200,000 active;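 active means activation above the screen-wide mean activation plus 3 SD, cut at about 130% in these data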;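 further: raw ratio to IFN-gamma control signal so 100% means no change and 0% no light; values of inactives mirror those of a sister screen read the other way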
STAT1 inh: reduces IFN-gamma driven STAT1 reporter signal. NIH 3T3 STAT1-luciferase reporter, luminescence. inhibition, % at 5.5 µM. 0.35% of 200,000 active;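 active means inhibition above a set limit, the mean inhibition across all tested compounds plus 3 SD, cut at about 34% in these data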;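 further: 0% = IFN-gamma with DMSO and 100% = IFN-gamma with 300 µM nifuroxazide; values of inactives mirror those of a sister screen read the other way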
NF-kB neuron act: raises NF-kB expression in human neuronal cells | NF-kB reporter expression; hits give high values | AID 1239 | fold change at 12.5 µM | 1.6% of 190,000 active; in the data active means fold change above about 3.3
STAT3 activator: STAT3 signaling activation; U3A cells, IL-6 STAT3-luciferase reporter, luminescence; 100% = signal with IL-6 EC80 alone; activation (% of control), % at 5.6 µM; 0.91% of 190,000 active; AID 871;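 active means activation above the screen-wide mean of compound activation plus 3 SD, cut at about 130% in these data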;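 further: 0% = background luminescence of wells with medium and substrate only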
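Test system: Human STAT1-deficient U3A cells with stable STAT3-luciferase reporter | Also added: Interleukin-6, 33 ng/mL | Timing: Compound pre-incubation 1 h before IL-6, then 6 h stimulation at 37 °C | Technique: Luciferase reporter luminescence | Read-out: Percent of IL-6-only median luminescence | Benchmarks: IL-6-only wells as 100% reference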
FLuc inhib CS: Photinus pyralis luciferase inhibition counter-screen. AID 1006. P08659. 1.5% of 200,000 active. inhibition, % at 10 µM. ATPLite firefly luciferase biochemical luminescence, 10 min;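 active means inhibition above about 50% when tested at 10 µM, limit read from the data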
Target sequence (P08659 whole entry, looked up): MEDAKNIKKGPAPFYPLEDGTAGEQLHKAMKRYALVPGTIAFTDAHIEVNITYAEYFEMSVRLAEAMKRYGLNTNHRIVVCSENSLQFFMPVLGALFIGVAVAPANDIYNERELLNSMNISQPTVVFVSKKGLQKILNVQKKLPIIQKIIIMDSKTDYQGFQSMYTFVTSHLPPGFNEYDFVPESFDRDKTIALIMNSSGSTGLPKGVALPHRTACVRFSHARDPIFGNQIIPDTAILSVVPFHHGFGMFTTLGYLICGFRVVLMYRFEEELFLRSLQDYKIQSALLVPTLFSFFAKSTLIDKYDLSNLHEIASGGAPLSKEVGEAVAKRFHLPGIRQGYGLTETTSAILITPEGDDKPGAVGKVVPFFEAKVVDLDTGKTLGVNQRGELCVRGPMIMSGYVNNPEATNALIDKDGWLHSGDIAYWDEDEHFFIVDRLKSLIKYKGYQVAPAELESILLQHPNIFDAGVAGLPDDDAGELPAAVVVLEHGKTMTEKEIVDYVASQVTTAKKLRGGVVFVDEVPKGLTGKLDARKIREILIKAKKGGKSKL
Active calls of the source: *; · = no result given.

SMILES	APP 5'UTR act	Hsp70 act	STAT3 inh	APP transl inh	RAM network inh	STAT1 activator	STAT1 inh	NF-kB neuron act	STAT3 activator	FLuc inhib CS
Cc1cc(C(=O)CSc2ccc(Cl)cc2)cc(C)c1OC(=S)N(C)C	66	0.1	-7	-66	12*	106	-7	0.62	110	-1
CC(C)OC(=O)c1nnc(Cc2ccc(Cl)cc2)o1	23	-0.1	1	-23	-0.4	103	-4	1.2	99	-8
CCCCN=C1NC(=O)C(CC(=O)NCCc2ccc(OC)cc2)S1 (stereo not drawn)	4	-0.4	12	-4	-0.5	99	1	0.62	89	0
O=C1NN(c2ccccc2)C(=O)/C1=C\c1ccccc1OCC(=O)N1CCOCC1	19	-0.1	2	-19	1.1	95	5	1.1	104	0
O=c1[nH]c2ccccc2n1CCCSc1cnc2ccccc2n1	4	-0.3	-29	-4	0.1	117	-18	0.63	125	-4
CCOC(=O)Cc1csc(NC(=O)c2cc3ccccc3o2)n1	18	-0.3	14	-18	0.9	111	-15	0.91	90	36
CCCCNC(=O)c1ccc(-n2c(=S)[nH]c3ccccc3c2=O)cc1	-6	-0.2	9	6	6.1	92	8	0.87	95	-4
CCC1CCCCN1C(=O)COc1ccc(F)cc1 (stereo not drawn)	-20	-0.2	14	20	0.9	91	8	1.5	90	-3
O=C(Cn1cnc2cc([N+](=O)[O-])ccc2c1=O)NCc1ccccc1	13	0.3	10	-13	3.3	99	-1	·	96	-5
CCOC(=O)c1c(NC(=S)Nc2ccc(OC)cc2)sc2c1CCCCC2	8	-0.4	-7	-8	15*	101	1	1.2	103	-8
O=C(C1CCCN(S(=O)(=O)c2cccc3nsnc23)C1)N1CCc2ccccc21 (stereo not drawn)	-3	-0.1	0	3	2.9	102	-2	0.78	105	-4
CCc1ccc(NC(=O)CCNS(=O)(=O)c2cccc3nonc23)cc1	17	-0.4	3	-17	3.1	96	5	0.97	103	-9
Cc1ccc(CCNC(=O)C23C[C@H]4C[C@@H](C2)CC(n2nnc(C)n2)(C4)C3)cc1	4	-0.1	7	-4	2.0	97	1	0.89	99	0
Cc1ccc2c(c1)nnn2C1CCN(S(=O)(=O)c2cccc(S(=O)(=O)N(C)C)c2)CC1	9	-0.4	20	-9	3.7	83	18	0.5	84	-1
Cc1cc(C)cc(N2CN=c3s/c(=C\c4ccco4)c(=O)n3C2)c1	-4	-0.4	22	4	2.1	102	-2	1.2	83	-6

No new results follow: entries from further up.
SMILES	APP 5'UTR act	Hsp70 act	STAT3 inh	APP transl inh	RAM network inh	STAT1 activator	STAT1 inh	NF-kB neuron act	STAT3 activator	FLuc inhib CS
Cc1cc(C(=O)CSc2ccc(Cl)cc2)cc(C)c1OC(=S)N(C)C	66	0.1	-7	-66	12*	106	-7	0.62	110	-1
CC(C)OC(=O)c1nnc(Cc2ccc(Cl)cc2)o1	23	-0.1	1	-23	-0.4	103	-4	1.2	99	-8

Results in STAT1 inh and FLuc inhib CS, for 2 of the compounds above:
structure,STAT1 inh,FLuc inhib CS
O=c1[nH]c2ccccc2n1CCCSc1cnc2ccccc2n1,-18,-4
CCOC(=O)Cc1csc(NC(=O)c2cc3ccccc3o2)n1,-15,36

Additional records follow.
SMILES	APP 5'UTR act	Hsp70 act	STAT3 inh	APP transl inh	RAM network inh	STAT1 activator	STAT1 inh	NF-kB neuron act	STAT3 activator	FLuc inhib CS
CCCOc1ccc(CN(CCO)CCO)cc1[N+](=O)[O-]	-19	-0.1	-38	19	0.6	112	-13	0.95	133*	-8
Cn1cccc1Cc1nnc(SCC(=O)Nc2cccc(Cl)c2)n1-c1ccc(F)cc1	-15	-0.1	-12	15	5.1	106	-5	0.55	110	-7
Cc1c(NC(=S)N/N=C\c2ccccc2O)c(=O)n(-c2ccccc2)n1C	-1	-0.3	2	1	1.9	99	2	0.56	101	0
COC(=O)C(NC(=O)CCc1c(C)nc2ncnn2c1C)C(C)C (stereo not drawn)	-7	0.0	-5	7	2.6	103	-4	1.1	108	-8
COc1ccc2cc(C)c(SCC(=O)Nc3cc(C)on3)nc2c1	3	-0.3	11	-3	0.1	101	-1	1.3	98	-1
COc1cc(C)nc(N2CCC(C(=O)NC3CCCCC3)CC2)n1	-12	-0.3	1	12	1.6	97	5	1	99	-3
Clc1ccc(Cc2ccc(Cl)nn2)c(Cl)c1	-14	-0.2	14	14	-0.8	96	4	1	93	-3
Cc1cccc(NC(=S)NNC(=O)c2ccc(Br)o2)c1	19	-0.1	13	-19	1.9	103	-3	1.5	95	2
Nc1c([N+](=O)[O-])c(=O)sc2ccccc12	-2	-0.2	-1	2	1.4	100	-2	1.1	104	-4
COc1ccc2c(c1OC)CN(C)CCc1cc3c(cc1C(O)C2)OCO3 (stereo not drawn)	2	-0.2	9	-2	0.8	100	0	1.1	95	-3
COc1cc(C2C(C(=O)N3CCOCC3)=C(C)NC3=C2C(=O)CCC3)ccc1OC(C)=O (stereo not drawn)	-22	-0.8	-1	22	3.0	97	4	0.97	103	-2
COc1ccc2c(c1)-c1c(sn(-c3ccc(OC)c(OC)c3)c1=S)C(C)(C)N2	8	2.5	3	-8	6.4	100	0	0.58	104	-11
CCCn1nnnc1-c1cccc(Cl)c1	2	-0.1	8	-2	2.7	94	7	0.98	97	-3
Cc1nc2sc(-c3ccccc3)cc2c(=O)[nH]1	157*	-0.4	69*	-157	2.3	77	25	3.5*	45	90*
CC1CCCC(C)N1/N=C/c1ccc(N(C)C)cc1 (stereo not drawn)	-15	0.2	2	15	0.0	110	-13	1.5	100	-3
Cc1ccc(C(=O)C2=C(O)C(=O)N(CCCn3ccnc3)C2c2ccc(OC(C)C)cc2)o1 (stereo not drawn)	-4	-0.4	5	4	-0.3	97	3	1.1	99	-7
COc1ccccc1NC(=O)CC(=O)CSc1nnc(-c2ccc(C)cc2)n1C	6	-0.2	-12	-6	7.2	92	8	1.4	115	-3
CC(=O)Nc1nnc(SCC(=O)N2CCN(Cc3ccccc3)CC2)s1	2	-0.1	1	-2	-0.2	94	13	0.92	101	-4
Cc1ccc(C(=O)N/N=C/c2ccc(-c3ccccc3[N+](=O)[O-])o2)cn1	-1	-0.2	-23	0	0.5	96	5	0.85	120	2
COc1ccc(CCNC(=O)CSc2nnnn2-c2ccccc2OC)cc1OC	0	-0.2	3	0	0.0	97	3	1	102	-3
COc1ccc(C(=S)N2CCN(C)CC2)cc1Br	11	-0.2	8	-11	0.8	105	-5	0.98	94	-5
CC(C)(C)c1ccc(S(=O)(=O)NCC(=O)Nc2sc3c(c2C(N)=O)CCCC3)cc1	11	0.3	12	-11	3.3	95	5	1.1	96	-5
Cc1cnn(CCC(=O)NNC(=S)Nc2ccccc2)c1	-3	0.1	13	3	1.0	98	2	1	92	-3
O=c1c2ccc([N+](=O)[O-])c3cccc(c32)c2nc3ccccc3n12	8	-0.2	-48	-8	0.9	83	19	1	148*	-2
CSC1=NCCN1C(=O)C(C)Oc1ccccc1 (stereo not drawn)	9	-0.1	-3	-9	0.0	105	-5	1.2	103	-5
Fc1ccccc1NC(=S)Nc1ccc(Br)cc1	5	-0.6	8	-5	1.0	105	-5	0.96	98	-1
CN(C(=O)COC(=O)CNC(=O)C12CC3CC(CC(C3)C1)C2)C1CCS(=O)(=O)C1 (stereo not drawn)	-14	-0.2	-10	14	0.1	98	2	1.2	106	-4
Cc1cc(C)n2nc(C(=O)Nc3nnc(C4CC4)s3)nc2n1	9	0.2	6	-9	0.1	98	2	1.1	98	-10
O=c1oc2ccccc2c2c1nnn2CCO	6	-0.3	13	-6	0.8	89	10	1.2	94	-1
Cc1onc(-c2ccccc2Cl)c1C(=O)Nc1nnc(Cc2ccc(Cl)cc2)s1	-4	-0.2	5	4	3.0	103	-3	0.97	100	-6

Looked up above.
In Hsp70 act, O=c1oc2ccccc2c2c1nnn2CCO has -0.3
In STAT1 activator, Cc1onc(-c2ccccc2Cl)c1C(=O)Nc1nnc(Cc2ccc(Cl)cc2)s1 has 103

Ordered by heavy-atom count (largest number first): 3 of the compounds above
SMILES	APP 5'UTR act	Hsp70 act	STAT3 inh	APP transl inh	RAM network inh	STAT1 activator	STAT1 inh	NF-kB neuron act	STAT3 activator	FLuc inhib CS
Cc1ccc(C(=O)C2=C(O)C(=O)N(CCCn3ccnc3)C2c2ccc(OC(C)C)cc2)o1 (stereo not drawn)	-4	-0.4	5	4	-0.3	97	3	1.1	99	-7
CC(=O)Nc1nnc(SCC(=O)N2CCN(Cc3ccccc3)CC2)s1	2	-0.1	1	-2	-0.2	94	13	0.92	101	-4
Cc1cnn(CCC(=O)NNC(=S)Nc2ccccc2)c1	-3	0.1	13	3	1.0	98	2	1	92	-3

Carrying on.
SMILES	APP 5'UTR act	Hsp70 act	STAT3 inh	APP transl inh	RAM network inh	STAT1 activator	STAT1 inh	NF-kB neuron act	STAT3 activator	FLuc inhib CS
O=C([C@H](O)c1ccccc1)N1CCC[C@H]1CO	-13	-0.3	3	14	2.7	106	-7	1	98	-8
CCC(=O)Nc1cccc(-c2cnc3ccccc3n2)c1	52	-0.1	15	-52	1.0	129*	-32	1.5	90	10
O=C(CCNS(=O)(=O)c1cccc2nsnc12)NCCC1=CCCCC1	4	-0.2	4	-4	3.1	95	6	0.79	102	-8
COc1ccc(-c2cc(=O)c3ccccc3[nH]2)cc1	12	0.0	2	-12	1.8	103	-3	1.5	96	11
O=C(/C=C/c1ccc2c(c1)OCO2)Nc1nc2ccccc2s1	156*	-0.2	-2	-156	2.0	146*	-51	1.1	97	21
CCCC(=O)Nc1cc(C)c(NC(=O)c2ccccn2)cn1	6	-0.3	23	-6	0.0	102	-3	1.4	87	2
O=C(NN1C(=O)/C(=C\c2cccnc2)SC1=S)C(c1ccccc1)c1ccccc1	18	-0.3	-7	-18	2.1	96	4	0.54	102	-11
C[N+]1(CCOc2ccc([N+](=O)[O-])cc2)CCOCC1	-3	0.1	4	3	1.3	102	-2	1.1	103	-5
Cc1ccc(CN(Cc2cc3cc4c(cc3[nH]c2=O)OCCO4)Cc2nnnn2Cc2ccco2)cc1	5	-0.3	-28	-5	2.6	92	9	0.73	130	3
CCN(CC)c1ccc(C(=O)OCC(=O)Nc2ccc3[nH]c(=O)[nH]c3c2)cc1	-20	0.2	-2	20	2.1	106	-8	0.99	106	-2
O=C1c2ccccc2C(=O)N1CCC(c1ccc(F)cc1)c1ccco1 (stereo not drawn)	2	-0.5	4	-2	0.9	106	-6	0.93	100	0
CC(c1ccco1)N(C(=O)COc1ccccc1[N+](=O)[O-])c1ccccn1 (stereo not drawn)	24	-0.2	0	-24	1.1	104	-4	1.2	100	-8
c1ccc(-c2nc(NC3CC3)nc(-n3ccnc3)n2)cc1	-2	0.1	11	2	1.6	100	0	1.1	93	-6
Cc1noc(C)c1S(=O)(=O)N1CCC2(CC1)OCCO2	9	0.0	-2	-9	-0.1	98	2	1.1	104	-1
CN(C)c1ccc(/C=N/NC(=O)c2cccc(C(=O)N/N=C/c3ccc(N(C)C)cc3)n2)cc1	13	-0.1	-2	-13	9.9*	108	-9	1.3	107	16
Cc1ccccc1OCCCC(=O)Nc1ccccc1C(F)(F)F	6	-0.2	-11	-6	3.5	99	1	1.1	115	-1
